EP2 modulator = modulates human prostaglandin E2 receptor EP2 signaling | P43116 | induction, % at 25 µM | 260,000 tested, 0.83% active | EP2-expressing cells, cAMP HTRF FRET, PGE2 co-stimulation;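 active = compounds whose cAMP rise, as percent of the full-agonist control response, exceeds 60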;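 note: rat C6 glioma line stably carrying human EP2 under a CMV promoter; the protocol text gives 20 µM as final concentration; 100% = response of wells given 1 µM PGE2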
Target sequence (P43116 whole entry, looked up): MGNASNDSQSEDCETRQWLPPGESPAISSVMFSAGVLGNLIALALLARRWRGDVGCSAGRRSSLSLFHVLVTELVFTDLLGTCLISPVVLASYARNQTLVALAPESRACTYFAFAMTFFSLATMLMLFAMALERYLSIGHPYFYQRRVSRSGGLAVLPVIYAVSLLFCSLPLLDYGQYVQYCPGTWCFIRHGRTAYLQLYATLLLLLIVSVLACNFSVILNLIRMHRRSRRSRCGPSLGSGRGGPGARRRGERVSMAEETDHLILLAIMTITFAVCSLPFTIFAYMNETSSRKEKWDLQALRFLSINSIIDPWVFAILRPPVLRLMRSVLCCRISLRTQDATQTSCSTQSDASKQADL
An asterisk follows results filed as active; & = joins results of further samples. Some of the compounds tested; count on the stated rates, not on these rows.

mol,EP2 modulator
CCOC(=O)c1cnc2c(-c3ccc(Cl)cc3)cnn2c1N,-11
C=CCN(c1ccc(C(=O)N2CCCCC2)cc1)S(C)(=O)=O,-27
COc1ccc2c(c1)CCCN2Cc1ccnc(N2CCCC2)n1,8
CCOc1ccc2[nH]c(=O)c(CN(C(=O)NCc3ccccc3)C3CCCC3)cc2c1,-6
CCCC(c1nnnn1Cc1ccco1)N1CCN(c2ccccc2F)CC1 (stereo not drawn),-9
CCc1ccc(-c2csc3ncn(C(C)C(=O)O)c(=O)c23)cc1 (stereo not drawn),-6
c1ccc(CCn2nnnc2CN2CCCCC2)cc1,48
CCn1c(CSc2nc(C)cc(C)n2)nnc1SCC(=O)Nc1ccc(OC)cc1,-11
CNC(=O)C1CCN(C(=O)c2cccs2)CC1,-22
CCC(c1nnnn1C1CCCCC1)N(Cc1cc2ccc(C)c(C)c2[nH]c1=O)CC1CCCO1 (stereo not drawn),57
CCc1cc2c(=O)c(-c3nc4ccccc4[nH]3)c(CCC(=O)O)oc2cc1O,-13
COc1ccc(NC(=O)CSc2nc3c(cc2C#N)CN(C)CC3)cc1OC,-16
O=C(c1cc2ccccc2oc1=O)N(Cc1ccccc1F)C1CCCCC1,15
CCOC(=O)CSc1nc2ccc(C)cc2cc1CC,62*
Nc1ccccc1SCC(=O)N1c2ccccc2Sc2ccc(C(F)(F)F)cc21,88*
Cc1cccc(NC(=O)CSc2nc3c(C)ccc(C)c3cc2C#N)c1,11
Cc1nc2c(c(=O)[nH]1)CCN(C(=O)C1C3C=CC4(CN(C(C)C)C(=O)C14)O3)C2 (stereo not drawn),-38
CCCCOC(=O)NS(=O)(=O)c1sc(CC(C)C)cc1-c1ccc(Cn2c(CC)nc3c(C)cc(C)nc32)cc1,15
CC(=O)NC1(c2ccccc2)CCN(CC(=O)Nc2ccccc2-c2ccccc2)CC1,-69
Cc1ccc(-c2cc(C(=O)NC3CCCCC3)no2)cc1,-30

mol,EP2 modulator
Cc1ccc(C2CC(C(F)F)n3ncc(C(=O)NC(C)C)c3N2)cc1 (stereo not drawn),-4
CCn1c(=O)oc2cc(S(=O)(=O)NC3(c4ccc(Cl)cc4)CCC3)ccc21,-79
CC1(C(=O)Nc2ccc(Cl)cc2Cl)Cc2ccccc2C(=O)O1 (stereo not drawn),-12
O=C(Cn1nc2c3ccccc3nc(C3CC3)n2c1=O)N1CCCCCC1,-31
NS(=O)(=O)c1ccc(N=Nc2nc3[nH]c(=O)[nH]c(=O)c3[nH]2)cc1,13
Cc1ccc(-c2nnc(SCC(=O)Nc3cccc4ccccc34)n2C)cc1,-96
COc1cccc(N(C(=O)c2cnsn2)C(C(=O)NC2CCCCC2)c2ccccc2)c1 (stereo not drawn),11
c1ccc(CNc2ncnc3c2[nH]c2ccccc23)cc1,-137
Cc1ccc2c(c1)cc(CN(Cc1ccco1)C(=O)N(C)C)c1nnnn12,-25
O=C(CSc1nc(C2CC2)nc2sc3c(c12)CCCC3)N1CCCC1,-15
O=C(/C=C/c1ccc2c(c1)OCO2)Nn1cnnc1,2
COc1ccc(NC(=O)C(=O)NCCN2CCN(C(=O)c3ccccc3)CC2)cc1,-17
COc1cc2cc(CN(C(=S)NC3CCCCC3)C3CCCC3)c(=O)[nH]c2cc1OC,32
CC12CCCC(O)(C1)C1CC(C)(C)C1CC2 (stereo not drawn),51
COc1ccc2[nH]c(=O)c(CN(Cc3ccccc3OC)Cc3nnnn3C3CCCC3)cc2c1,38
CCN(CC)C(=O)CSc1nnc(-c2ccccc2)n1CC1CCCO1 (stereo not drawn),2
CCc1[nH]nc2c1C(c1ccc(F)cc1F)C(C#N)=C(N)O2 (stereo not drawn),-62
Cn1c(SCc2nc(-c3ccccc3)no2)nnc1C1CCCCC1,7
Cc1ccc2cc(CN(Cc3ccccc3)S(=O)(=O)c3ccc(Br)cc3)c(=O)[nH]c2c1,22
CCOc1ccc(NC(=O)CSc2nnc(-c3cccc(C)c3)n2C)cc1,5

mol,EP2 modulator
O=c1[nH]c2cc3c(cc2cc1CN(CC1CCCO1)C(=S)NCc1ccco1)OCO3 (stereo not drawn),1
O=C(NCCc1nc(-c2ccncc2)n[nH]1)c1cccc2cccnc12,-21
CC(=O)Nc1ccc(NC(=O)C2CCCN2C(=O)NCc2ccccc2)cc1 (stereo not drawn),-7
O=c1cc(N=Nc2ccc(O)cc2)[nH]c(=O)[nH]1,12
COc1ccc(S(=O)(=O)N2CCC(c3nc4ccc(Cl)cc4[nH]3)CC2)cc1,-99
Cc1ccc(-c2nnc(SCC(=O)Nc3ccc4c(c3)OCCO4)n2C)cc1,10
CCc1ccccc1NC(=O)Cn1nnc(-c2ccc(OC)c(OC)c2)n1,-9
CCn1ncc(S(=O)(=O)NCC(O)COc2ccc(C)cc2)c1C (stereo not drawn),-23
CCc1ccc(C(C(=O)NC(C)(C)C)N(Cc2ccco2)C(=O)c2csnn2)cc1 (stereo not drawn),25
CCc1nn(CC(=O)NCc2cccnc2)c(=O)c2cc3sccc3n12,-24
COCCn1c(N2CCCC2)nc2c1c(=O)n(C)c(=O)n2C,-4
CCC(=O)N(Cc1ccc(C)cc1)Cc1cc2cccc(C)c2[nH]c1=O,-63
CCN(CC)C(=O)C1CCN(Cc2ccc(C)cc2)CC1,-14
O=C(CSc1nnnn1-c1ccc2c(c1)OCCO2)NCc1ccccc1,-45
COc1ccc(Cc2nnc(NC(=O)C(C)(C)Oc3ccc(Cl)cc3)s2)cc1OC,-27
COc1ccc(CCn2nnnc2C(C(C)C)N2CCN(c3ccccc3)CC2)cc1OC (stereo not drawn),18
COC(=O)c1c(NC(=O)c2ccc(OC)c(OC)c2)sc(C(=O)Nc2ccc(F)cc2)c1C,-9
COc1ccccc1NC(=O)c1ccc(CSc2nc(C)cc(C)n2)cc1,16
CCOC(=O)c1ccc(NC(=O)Cn2cc(C(C)=O)c3ccccc32)cc1,-62
CC(C)(C)C(=O)N1CCC[C@H]1Cn1nc(-c2ccc(F)cc2)ccc1=O,-23

mol,EP2 modulator
Cc1cc(C)c2[nH]c(C(=O)NCc3nc(-c4ccccc4)no3)c(C)c2c1,-54
COc1ccc(-c2nc3cnccn3c2NC2CCCC2)cc1CO,-70
Cc1cc(-c2cncnc2C2CCCN(C(=O)CCn3nc(C)cc3C)C2)on1 (stereo not drawn),-9
Fc1ccccc1C1CCN(Cc2nnnn2C2CCCC2)CC1,-11
C[C@H](Cn1nnc2ccccc21)NC(=O)c1n[nH]c(=O)c2ccccc12,-6
Cn1c(SCC(=O)Nc2ccc3c(c2)OCO3)nnc1-c1ccco1,18
Nc1ncnc2c1ncn2[C@@H]1O[C@H](C(=O)NC2CC2)[C@H](O)C1O (stereo partly drawn),29
Cc1nc2c(c(=O)[nH]1)CN(Cc1ccc(N3CCCC3)c(F)c1)CC2,-35
CCOc1ccc(NC(=O)CSc2ncnc3sc4c(c23)CCCC4)cc1,22
CCNC(=S)N(Cc1ccccc1)Cc1cc2cccc(C)c2[nH]c1=O,-34
COc1ccc(/C(O)=C2/C(=O)C(=O)N(CCCN(C)C)C2c2ccccn2)cc1 (stereo not drawn),-9
CN(C)c1ncc(CN2CCC(O)(c3ccc(F)cc3)CC2)cn1,-24
CCCn1c(SCC(=O)Nc2ccc(C)cc2Br)nnc1-c1ccccn1,-10
CC(C)(Oc1ccc(Cl)cc1)C(=O)Nc1nc2c(s1)CCCC2,-57
COC1(C)CCC2OC2(C)CCC2C1CC2(C)C (stereo not drawn),25
COc1ccc(C)cc1NC(=O)CSc1nc2c(C)ccc(C)c2cc1C#N,34
COc1ccc(-n2c(SCC(=O)Nc3cccc(C)c3)nnc2-c2ccncc2)cc1,25
O=C(CN(C1CC1)S(=O)(=O)c1ccc(S(=O)(=O)N2CCCCC2)cc1)Nc1ccccc1,-23
Cn1ccnc1C1(O)CCN(C(=O)Cc2ccccc2F)CC1,-11
CCC(C(=O)OC(C)C)n1cnc2sc3c(c2c1=O)CCCC3 (stereo not drawn),26

mol,EP2 modulator
O=C(c1cc2c(s1)CCC2)N1CCn2c(nnc2C2CC2)C1,-5
CCOc1ccc(-n2c(SCC(=O)Nc3ccccc3F)nnc2-c2cccnc2)cc1,-6
N#CC1=C(N)OC2=C(C(=O)CCC2)C1c1cc(Br)ccc1OCc1ccccc1 (stereo not drawn),43
CCC1Oc2nc3ccccc3cc2CN(Cc2ccc3c(c2)OCO3)C1=O (stereo not drawn),-44
C=CCn1c(N2CCC(Cc3ccccc3)CC2)nc2c1c(=O)[nH]c(=O)n2C,-47
O=C(Cn1c(SCC(=O)Nc2nccs2)nc2ccccc21)NCc1ccccc1,-18
Cc1ccc(NC(=O)c2sc3nc(C)cc(C)c3c2N)c(C)c1,-3
Cn1cccc1C(C(=O)NC1CCCCC1)N(C(=O)Cc1cccs1)c1ccccc1 (stereo not drawn),12
O=C(Cn1nnc(-c2ccccc2NC(=O)C23CC4CC(CC(C4)C2)C3)n1)NC1CCCC1,26
CN(C)C(=O)c1c(N)no[n+]1[O-],13
c1ccc(CCn2nnnc2C(c2cccnc2)N2CCCCC2)cc1 (stereo not drawn),2
Fc1ccccc1Cn1nnc2c(NCc3ccncc3)ncnc21,-20
COCCn1c2ccccc2n2c(=O)n(CC(=O)N3CCCC4CCCCC43)nc12 (stereo not drawn),18
NCCOB(c1ccccc1)c1ccccc1,-27&-11
Cc1ccc(Cl)cc1NC(=O)Cn1nc(-c2ccncc2)nc1SCC(=O)NC1CCCC1,-7
O=C(Nc1ccccc1N1CCOCC1)c1cccc(Cl)c1,10
O=C1CCCN1c1ccc(S(=O)(=O)NC2C3CCCCC32)cc1 (stereo not drawn),-72
CC(=O)N1CCN(c2ccc(NC(=O)COc3cccc4ccccc34)cc2)CC1,-6
O=C(Cc1cccs1)N1CCC(Cn2nc(-c3ccc(F)cc3)ccc2=O)CC1,-1
O=C(CCC1CCCC1)N1CCC(c2nc3c(nnn3Cc3ccc(F)cc3)c(=O)[nH]2)CC1,10

Single entries from the entries so far.
O=C(c1cc2c(s1)CCC2)N1CCn2c(nnc2C2CC2)C1 @ EP2 modulator = -5
Cn1cccc1C(C(=O)NC1CCCCC1)N(C(=O)Cc1cccs1)c1ccccc1 (stereo not drawn) @ EP2 modulator = 12

(continued)
mol,EP2 modulator
O=C(Cn1nc2oc3ccccc3n2c1=O)N1CCCCC1,-40
CC(C)[C@H]1CN(Cc2ccccc2F)CCN1C(=O)c1ccccn1,-48
CC(C)(C)c1ccc(C(=O)N2CCN(CC(=O)NC3CCCCC3)CC2)cc1,-26
C=CCNC(=O)CN1CCC(O)(c2ccccn2)CC1,-18
CC12CN3CC(C)(CN(C1)C3c1ccccc1F)C2O (stereo not drawn),19
Cc1cccc(NC(=O)COc2ccc(Cl)cc2Cl)n1,-2
CCC(C)NC(=O)CN1C(=O)c2ccccc2S1(=O)=O (stereo not drawn),5
COc1ccc(-c2nnn(CC(=O)N3c4ccccc4Sc4ccc(Cl)cc43)n2)cc1OC,-19
Cc1cc2cc(CN(CCCO)C(=S)NCCc3ccccc3)c(=O)[nH]c2cc1C,-33
O=C1C[C@H]2C(=O)[C@@H]1[C@@H](C(=O)O)[C@H]2C(=O)O,21
Nc1cccc(NC(=O)CN2CCCCC2)c1,0
COc1ccc(C2(NC(=O)CN3Cc4ccccc4C3=O)CCCCC2)cc1,-48
CCn1nc(C)c(CCC(=O)N[C@H](Cn2nnc3ccccc32)C(C)C)c1C,-1
CCn1c2cc(C)oc2c2cnn(CC(=O)NC3CCCCC3C)c(=O)c21 (stereo not drawn),-47
CCN1c2ncccc2C(=O)NC12CCN(C(=O)c1cccs1)CC2,-46
Cc1nc2cc(C(=O)N3CCC(c4ccncc4)CC3)ccc2n1-c1ccccc1,-67
Cc1cccc(C)c1NC(=O)CSc1nnc(-c2ccco2)n1C,-24
COc1ccc(CCn2nnnc2CN2CCN(c3cccc(C)c3C)CC2)cc1OC,23
Cc1ccc2cc(CN(Cc3ccccc3)C(=O)NC3CCCCC3)c(=O)[nH]c2c1,0
Cc1ccc(NC(=O)c2ccco2)c(N)c1,-15

Entries listed so far with a furan ring, fused or not, in the order listed:
mol,EP2 modulator
CCCC(c1nnnn1Cc1ccco1)N1CCN(c2ccccc2F)CC1 (stereo not drawn),-9
Cc1ccc2c(c1)cc(CN(Cc1ccco1)C(=O)N(C)C)c1nnnn12,-25
O=c1[nH]c2cc3c(cc2cc1CN(CC1CCCO1)C(=S)NCc1ccco1)OCO3 (stereo not drawn),1
CCc1ccc(C(C(=O)NC(C)(C)C)N(Cc2ccco2)C(=O)c2csnn2)cc1 (stereo not drawn),25
Cn1c(SCC(=O)Nc2ccc3c(c2)OCO3)nnc1-c1ccco1,18
CCn1c2cc(C)oc2c2cnn(CC(=O)NC3CCCCC3C)c(=O)c21 (stereo not drawn),-47
Cc1cccc(C)c1NC(=O)CSc1nnc(-c2ccco2)n1C,-24
Cc1ccc(NC(=O)c2ccco2)c(N)c1,-15

Next part:
mol,EP2 modulator
CC[C@H](Cn1ncc2ccccc2c1=O)NC(=O)c1ccc2c(c1)Sc1ccccc1O2,-46
Cc1ccc(S(=O)(=O)Nc2ccc3nc(-c4cccnc4)[nH]c3c2)cc1,-72
O=C1NC(c2ccc(F)cc2)C(C(=O)c2ccco2)=C1O (stereo not drawn),7
Cc1nn(Cn2nnc3ccccc32)c(=O)c2cc3sccc3n12,6
CCN(CC)CCNc1nc2c(c(=O)[nH]c(=O)n2C)n1C(C)c1ccccc1 (stereo not drawn),-7
Cc1nc2c(C)cccc2cc1C(=O)NCCCc1ccccn1,-40
O=S(=O)(c1ccc(Cl)c(F)c1)N1CCC(n2nnc3cc(F)ccc32)CC1,-16
Cc1cc2ccccc2n2c(=O)n(CC(=O)Nc3cccc4ncccc34)nc12,-6

Bioassay records deposited in PubChem by Emory University Molecular Libraries Screening Center.
